Bioassay records: PubChem, Broad Institute
DENV2 CPE: DENV2-induced cell death inhibition; actives 1.7% (n = 350,000); CPE inhibition, % at 9.99 µM; DENV2-infected cells, cytopathic effect rescue, plate reader; in the data active = CPE inhibition above about 20%, passing the limit was not always enough; inconclusive = no clear call, values can overlap the other calls; tested in BHK-21 cells;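 note: 0% = median of neutral control wells and 100% = median of positive control wells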
S100A4 inh HTS: S100A4-myosin IIA interaction inhibition | S100A4/TAMRA-MyoIIA peptide fluorescence polarization | inhibition, % at 10.7 µM | actives 0.14% (n = 360,000) | AID 652163;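 active = mean inhibition of at least 70% across replicates, with every replicate also reaching that level; inconclusive = mean inhibition reaches 70% but some replicates fall short; inactive = mean inhibition below 70%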
Target sequence (P26447 whole entry, looked up): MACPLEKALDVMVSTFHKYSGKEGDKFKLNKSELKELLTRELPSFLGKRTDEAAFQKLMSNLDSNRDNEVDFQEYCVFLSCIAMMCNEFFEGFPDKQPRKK
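assay system = human S100A4 monomer with TAMRA-labelled myosin IIA peptide | also added = labelled myosin peptide probe, 5 nM | incubation = 5 min between mix addition and reading | control set = DMSO and TFP controls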
C2C12 statin: suppression of simvastatin myotoxicity | rescue of ATP level, % at 7.49 µM | AID 602340 | C2C12 myotubes + simvastatin, ATP luminescence, 48 h; scaled: DMSO 0, geranylgeraniol control 100 | actives 0.78% (n = 330,000);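 active = mean ATP rescue above about 67%, or every replicate alone reaching that limit, limit read from the data, passing the limit was not always enough; inconclusive = no clear call, values can overlap the other calls; inactive = mean under the limit and some replicate under it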;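 note: myotubes were challenged with 10 µM simvastatin during compound exposure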
SIRT5 block: inhibitors of human sirtuin-5 desuccinylase. inhibition, % at 15 µM. Purified SirT5, succinyl-peptide AMC, trypsin-coupled fluorescence. AID 652115. Q9NXA8. actives 1.1% (n = 330,000); in the data active = inhibition above about 15%; inconclusive = no clear call, values can overlap the other calls
Target sequence (Q9NXA8 whole entry, looked up): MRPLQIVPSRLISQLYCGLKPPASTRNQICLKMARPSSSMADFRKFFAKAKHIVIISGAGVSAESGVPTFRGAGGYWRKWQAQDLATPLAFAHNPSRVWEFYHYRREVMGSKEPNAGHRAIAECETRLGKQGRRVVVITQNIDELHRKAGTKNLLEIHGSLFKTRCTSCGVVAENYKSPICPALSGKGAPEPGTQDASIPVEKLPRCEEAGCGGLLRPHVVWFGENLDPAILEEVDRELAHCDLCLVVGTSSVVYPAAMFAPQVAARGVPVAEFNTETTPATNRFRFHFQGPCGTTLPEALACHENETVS
E-sel inducer: induces E-selectin expression in human endothelial cells. HUVEC E-selectin immunofluorescence imaging; normalized: neutral wells 0, TNF-alpha wells 100. activation, % at 7.58 µM. actives 0.37% (n = 260,000);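 active = mean E-selectin-positive cell signal at least 10% of the positive control, reached in at least 60% of replicates, without over 20% cell loss; inconclusive = no rule given, readout overlaps actives, possibly toxicity-flagged; inactive = the rest, including those meeting only one limit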;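 note: in these data hits start at about 27%; measured in HUVEC primary endothelial cells; signal is the percent of cells scored E-selectin positive by PE staining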
Target sequence (P16581 whole entry, looked up): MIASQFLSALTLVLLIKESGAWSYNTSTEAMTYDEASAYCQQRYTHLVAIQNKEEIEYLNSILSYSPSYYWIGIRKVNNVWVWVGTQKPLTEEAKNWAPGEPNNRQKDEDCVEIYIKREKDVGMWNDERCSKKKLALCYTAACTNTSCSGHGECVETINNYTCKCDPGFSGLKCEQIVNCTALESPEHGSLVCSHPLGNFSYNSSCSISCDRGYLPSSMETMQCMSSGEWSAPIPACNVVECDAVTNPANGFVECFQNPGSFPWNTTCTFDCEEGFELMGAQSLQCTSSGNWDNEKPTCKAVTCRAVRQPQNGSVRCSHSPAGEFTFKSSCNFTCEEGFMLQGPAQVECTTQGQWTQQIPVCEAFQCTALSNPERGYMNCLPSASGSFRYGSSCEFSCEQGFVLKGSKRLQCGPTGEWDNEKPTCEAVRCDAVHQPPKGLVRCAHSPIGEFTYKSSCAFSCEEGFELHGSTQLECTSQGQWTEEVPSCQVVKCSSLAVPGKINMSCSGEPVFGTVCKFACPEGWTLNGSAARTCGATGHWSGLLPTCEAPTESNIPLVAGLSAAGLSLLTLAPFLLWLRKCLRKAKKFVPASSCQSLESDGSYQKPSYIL
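Test system – human umbilical vein endothelial cells (HUVEC), E-selectin induction · Input – 3,000 HUVEC seeded per well · Buffer or medium – EGM-2, gelatin · Compound dosing – single-point compound dose · Detection – immunofluorescence imaging · Measure – percent E-selectin-positive cells · Controls – TNF-alpha high, DMSO low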
ERp5 block: blocks human ERp5 reductase activity on insulin; actives 0.05% (n = 350,000); AID 651711; ERp5 insulin aggregation, absorbance 650 nm, 90 min; inhibition, % at 9.99 µM; Q15084;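 active = mean replicate inhibition above about 25%, with every replicate also reaching it, limit read from the data, passing the limit was not always enough; inconclusive = only one of those two criteria met; inactive = neither criterion met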
PglD inh: inhibitors of Campylobacter jejuni PglD acetyltransferase | actives 0.098% (n = 360,000) | AID 602405 | inhibition, % at 12.5 µM | purified PglD enzyme, DTNB colorimetric CoA detection; in the data active = inhibition above about 16%, passing the limit was not always enough; inconclusive = no clear call, values can overlap the other calls; note: strong numbers were not always called active
Starred values were filed as active, the others as inactive; & = joins results of further samples.

Screening O=C(O)/C(=C\c1ccc(F)cc1)c1ccc(-c2ccccc2)cc1 returned DENV2 CPE 4, S100A4 inh HTS -24, C2C12 statin 11, SIRT5 block 12, E-sel inducer 0.4 and ERp5 block -2.
`O=C(NCC[C@@H]1CC[C@H](NS(=O)(=O)c2cccc(Cl)c2)[C@H](CO)O1)c1cnccn1` gave DENV2 CPE 17, S100A4 inh HTS 6, C2C12 statin -2, SIRT5 block 3, E-sel inducer -0.3, ERp5 block 1 and PglD inh 4.
`CN(c1cccc(NC(=O)CCSc2ccccc2)c1)S(C)(=O)=O` gave DENV2 CPE 7, S100A4 inh HTS 1, C2C12 statin -17, SIRT5 block 0, ERp5 block 2 and PglD inh 9.
COc1ccccc1-c1cncc(NC(C)=O)n1 was read as DENV2 CPE 27*, S100A4 inh HTS -2, C2C12 statin 1, SIRT5 block -2, E-sel inducer 0.1, ERp5 block 2 and PglD inh 2.
Cc1nc(CN2CCN(S(=O)(=O)c3c(Cl)cc(Br)cc3Cl)CC2)cs1 was read as DENV2 CPE -5, S100A4 inh HTS -4, SIRT5 block -1 and ERp5 block 12.
Cc1cc(Cl)ccc1OCC(=O)NCCOC(=O)Nc1sc(=S)n(C)c1C was read as DENV2 CPE 4, S100A4 inh HTS 5, SIRT5 block -4 and ERp5 block 0.
Screening CCN(CC)c1ccc(C=C2C(=O)OC(C)(C(C)(C)C)OC2=O)cc1 (centres undefined) returned DENV2 CPE 6, S100A4 inh HTS 10, C2C12 statin 6, SIRT5 block -1, E-sel inducer 3.4, ERp5 block 7 and PglD inh -1.
COc1cc(/C=C(\C#N)C(=O)Nc2cccc(C(=O)O)c2)ccc1OCc1ccc(Cl)cc1 was read as DENV2 CPE 5, S100A4 inh HTS 4, C2C12 statin 22, SIRT5 block 2, ERp5 block 0 and PglD inh -2.
For O=C(CNC(=O)c1cccc(Br)c1)N/N=C/c1ccc2c(c1)OCO2 the results were DENV2 CPE 0, S100A4 inh HTS -7, C2C12 statin 3, SIRT5 block -1, E-sel inducer 0.0, ERp5 block 3 and PglD inh 9.
Screening O=C(NC1=NCCS1)c1ccc(Cl)cc1 returned DENV2 CPE -2, S100A4 inh HTS -1, C2C12 statin -3, SIRT5 block 2, E-sel inducer 0.0, ERp5 block 1 and PglD inh 0.
For CC1=C(C(=O)N2CCCCCC2)CC(CC(=O)NCCCN(C)C)C(=O)N1CCCN1CCCC1=O (centres undefined) the results were DENV2 CPE -9, S100A4 inh HTS 1, E-sel inducer -0.1 and ERp5 block -2.
`COc1cccc(NC(=O)COc2ccc(C(=S)N3CCN(C)CC3)cc2OC)c1` gave DENV2 CPE 10, S100A4 inh HTS 5, C2C12 statin 1, SIRT5 block 1, E-sel inducer -0.3, ERp5 block -6 and PglD inh -1.
CCC(=O)Nc1ccc2c(c1)C(=O)N(C)C[C@@H](OC)[C@@H](C)CN(C(=O)C1CCC1)[C@@H](C)CO2 was read as DENV2 CPE -4, S100A4 inh HTS -9, C2C12 statin 5, SIRT5 block -7, E-sel inducer 0.1, ERp5 block 3 and PglD inh 1.
For COc1cc(OC)cc(C(=O)/C=C2\Sc3ccccc3N2C)c1 the results were DENV2 CPE 2, S100A4 inh HTS 0, C2C12 statin -7, SIRT5 block -2, ERp5 block -6 and PglD inh 7.
Screening CCCCCn1nnnc1-c1nc2cc(C)c(C)cc2[nH]c1=O returned DENV2 CPE 1, S100A4 inh HTS -4, SIRT5 block -3, E-sel inducer 5.0 and ERp5 block 0.
For CCO[C@H]1OC(C(=O)NC2CC2)=C[C@@H](C2CC2)[C@@H]1CCCO the results were DENV2 CPE 4, S100A4 inh HTS -2, C2C12 statin 4, E-sel inducer -0.7, ERp5 block 6 and PglD inh -5.
`CC(C)NC(=O)CN1CCN(Cc2nc(-c3cccs3)no2)CC1` gave DENV2 CPE -5, S100A4 inh HTS -1, C2C12 statin 10, SIRT5 block -2, ERp5 block 5 and PglD inh -2.
For C[C@H](CO)N1C[C@H](C)[C@H](CN(C)C(=O)NC2CCCCC2)Oc2ccc(NC(=O)Nc3ccccc3)cc2CC1=O the results were DENV2 CPE 14, S100A4 inh HTS 3, C2C12 statin -3, SIRT5 block -4, E-sel inducer 0.0, ERp5 block -14 and PglD inh 2.
COC(=O)c1ccc(CSc2nc3c(c(=O)n2-c2ccc(C)cc2)SCC3)o1 was read as DENV2 CPE 5, S100A4 inh HTS -1, C2C12 statin 19, SIRT5 block -5, E-sel inducer -0.1, ERp5 block -13 and PglD inh -4.
CC(=O)N1CCCCN2[C@H](CO)[C@@H](c3ccc(-c4cccc(C)c4)cc3)[C@@H]2C1 was read as S100A4 inh HTS -9, SIRT5 block 3, E-sel inducer -0.1, ERp5 block -3 and PglD inh -1.
COc1ccc2ccc(OC)c(/C=N/NC(=O)c3cc4ccccc4o3)c2c1 was read as DENV2 CPE -2, S100A4 inh HTS 0, SIRT5 block -3, E-sel inducer 0.2 and ERp5 block 3.
Screening COc1cccc(NC(=O)C2CCN(S(=O)(=O)c3ccc4c(c3)N(C(C)=O)CCO4)CC2)c1 returned DENV2 CPE -1, S100A4 inh HTS 1, C2C12 statin -4, SIRT5 block -4, E-sel inducer 0.1, ERp5 block -1 and PglD inh 0.
`Cc1ccc(C)c(NC(=O)CCc2nnc3ccc(N4CCCCC4)nn23)c1` gave DENV2 CPE -6, S100A4 inh HTS 3, C2C12 statin 6, SIRT5 block 0, ERp5 block -1 and PglD inh -3.
Cc1ccc(S(=O)(=O)C(C#N)=C2N(C)c3ccccc3N2C)cc1 was read as DENV2 CPE -8, S100A4 inh HTS 2, C2C12 statin 1, SIRT5 block 2, E-sel inducer 0.4, ERp5 block -5 and PglD inh -3.
Screening CN1C(=O)NC(NS(=O)(=O)c2ccc(N)cc2)(C(F)(F)F)C1=O (centres undefined) returned DENV2 CPE 18, S100A4 inh HTS -6, SIRT5 block -6, E-sel inducer 7.3 and ERp5 block 3.
Screening CCCc1cn(CC[C@H]2CC[C@@H](NS(=O)(=O)c3ccccc3Cl)[C@@H](CO)O2)nn1 returned DENV2 CPE inconclusive, S100A4 inh HTS 9, C2C12 statin -1, SIRT5 block 1, E-sel inducer -0.2, ERp5 block -1 and PglD inh -2.
`COc1ccc(S(=O)(=O)NCC(c2ccco2)N2CCc3ccccc32)cc1` (centres undefined) gave DENV2 CPE 17, S100A4 inh HTS -1, SIRT5 block 2, E-sel inducer -2.2 and ERp5 block -4.
For Cn1c(N)c(C(=O)COC(=O)/C=C/c2ccccc2Cl)c(=O)n(C)c1=O the results were DENV2 CPE -3, S100A4 inh HTS 2, C2C12 statin -3, SIRT5 block 0, ERp5 block 2 and PglD inh -5.
`Cc1ccc(COC(=O)c2ccc3c(c2)C(=O)N(CCCN2CCOCC2)C3=O)cc1` gave DENV2 CPE -12, S100A4 inh HTS 1, SIRT5 block -3 and ERp5 block 7.
`C[C@H]1CN([C@@H](C)CO)C(=O)CCCn2nncc2CO[C@H]1CN(C)C(=O)C1CC1` gave DENV2 CPE -14&-1, S100A4 inh HTS -7&-33, C2C12 statin 5&-2, SIRT5 block 5&9, E-sel inducer -0.1&0.1, ERp5 block -3&-2 and PglD inh 2&5.
For CCOC(=O)NC(=O)/C(C#N)=N\Nc1cccc(Cl)c1 the results were DENV2 CPE -3, S100A4 inh HTS -1, C2C12 statin -86, SIRT5 block -5, E-sel inducer 0.0, ERp5 block 5 and PglD inh -11.
`O=C(CNC(=O)c1ccc(Br)o1)NC12CC3CC(CC(C3)C1)C2` gave DENV2 CPE -6, S100A4 inh HTS -1, SIRT5 block -1, E-sel inducer -0.2, ERp5 block 3 and PglD inh 2.
Screening CCc1ccc(NC(=O)c2cc3c(C)nc4ccccc4c3o2)cc1 returned DENV2 CPE 0, S100A4 inh HTS -3, SIRT5 block 0, E-sel inducer -0.1 and ERp5 block 3.
CCCCN(C(=O)c1ccc(N2CCCC2=O)cc1)c1c(N)n(Cc2ccccc2)c(=O)[nH]c1=O was read as DENV2 CPE -9, S100A4 inh HTS 2, C2C12 statin 1, SIRT5 block 1, ERp5 block 2 and PglD inh -1.
`N/C(CN1CCSCC1)=N\OCc1c(F)cccc1Cl` gave DENV2 CPE 6, S100A4 inh HTS -3, SIRT5 block -2, E-sel inducer -0.2, ERp5 block 3 and PglD inh 1.
For CC(C)c1cccc(C(C)C)c1NC(=O)CNCC(O)c1ccccc1 (centres undefined) the results were DENV2 CPE -3, S100A4 inh HTS 1, C2C12 statin 1, SIRT5 block 1, ERp5 block 5 and PglD inh 10.

No new results follow: an excerpt of the list.
Cc1ccc(S(=O)(=O)C(C#N)=C2N(C)c3ccccc3N2C)cc1 was read as DENV2 CPE -8, S100A4 inh HTS 2, C2C12 statin 1, SIRT5 block 2, E-sel inducer 0.4, ERp5 block -5 and PglD inh -3.
Screening CN1C(=O)NC(NS(=O)(=O)c2ccc(N)cc2)(C(F)(F)F)C1=O (centres undefined) returned DENV2 CPE 18, S100A4 inh HTS -6, SIRT5 block -6, E-sel inducer 7.3 and ERp5 block 3.
Screening CCCc1cn(CC[C@H]2CC[C@@H](NS(=O)(=O)c3ccccc3Cl)[C@@H](CO)O2)nn1 returned DENV2 CPE inconclusive, S100A4 inh HTS 9, C2C12 statin -1, SIRT5 block 1, E-sel inducer -0.2, ERp5 block -1 and PglD inh -2.
`COc1ccc(S(=O)(=O)NCC(c2ccco2)N2CCc3ccccc32)cc1` (centres undefined) gave DENV2 CPE 17, S100A4 inh HTS -1, SIRT5 block 2, E-sel inducer -2.2 and ERp5 block -4.
For Cn1c(N)c(C(=O)COC(=O)/C=C/c2ccccc2Cl)c(=O)n(C)c1=O the results were DENV2 CPE -3, S100A4 inh HTS 2, C2C12 statin -3, SIRT5 block 0, ERp5 block 2 and PglD inh -5.
`Cc1ccc(COC(=O)c2ccc3c(c2)C(=O)N(CCCN2CCOCC2)C3=O)cc1` gave DENV2 CPE -12, S100A4 inh HTS 1, SIRT5 block -3 and ERp5 block 7.
`C[C@H]1CN([C@@H](C)CO)C(=O)CCCn2nncc2CO[C@H]1CN(C)C(=O)C1CC1` gave DENV2 CPE -14&-1, S100A4 inh HTS -7&-33, C2C12 statin 5&-2, SIRT5 block 5&9, E-sel inducer -0.1&0.1, ERp5 block -3&-2 and PglD inh 2&5.
For CCOC(=O)NC(=O)/C(C#N)=N\Nc1cccc(Cl)c1 the results were DENV2 CPE -3, S100A4 inh HTS -1, C2C12 statin -86, SIRT5 block -5, E-sel inducer 0.0, ERp5 block 5 and PglD inh -11.
`O=C(CNC(=O)c1ccc(Br)o1)NC12CC3CC(CC(C3)C1)C2` gave DENV2 CPE -6, S100A4 inh HTS -1, SIRT5 block -1, E-sel inducer -0.2, ERp5 block 3 and PglD inh 2.
Screening CCc1ccc(NC(=O)c2cc3c(C)nc4ccccc4c3o2)cc1 returned DENV2 CPE 0, S100A4 inh HTS -3, SIRT5 block 0, E-sel inducer -0.1 and ERp5 block 3.

Some of the compounds tested, so the mix of outcomes need not match the whole.
